Bioassay records as filed in PubChem BioAssay.
hcGAS lum: Primary biochemical luminescence assay for human cyclic GMP-AMP synthase inhibitors; recombinant h-cGAS, ATP depletion, Kinase-Glo luminescence; hit rate 0.081% among 290,000; Q8N884; inhibition, % at 12.5 µM; AID 1259398, 2018; in the data active = inhibition above about 40%;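 note: 0% = vehicle reaction and 100% = reaction without DNA for no activity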
Target sequence (Q8N884 whole entry, looked up): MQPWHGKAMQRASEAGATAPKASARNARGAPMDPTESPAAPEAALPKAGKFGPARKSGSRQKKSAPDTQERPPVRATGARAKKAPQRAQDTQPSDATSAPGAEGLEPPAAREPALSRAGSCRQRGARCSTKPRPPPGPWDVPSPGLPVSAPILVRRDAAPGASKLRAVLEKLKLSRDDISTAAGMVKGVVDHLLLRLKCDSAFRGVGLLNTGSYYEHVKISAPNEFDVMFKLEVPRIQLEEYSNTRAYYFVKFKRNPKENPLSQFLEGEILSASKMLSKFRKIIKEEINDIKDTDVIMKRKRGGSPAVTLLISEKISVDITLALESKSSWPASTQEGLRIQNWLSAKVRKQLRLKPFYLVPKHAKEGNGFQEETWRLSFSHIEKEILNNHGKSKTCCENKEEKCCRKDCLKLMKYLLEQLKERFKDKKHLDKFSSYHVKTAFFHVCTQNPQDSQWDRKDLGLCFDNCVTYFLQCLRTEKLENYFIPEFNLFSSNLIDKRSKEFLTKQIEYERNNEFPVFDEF
Starred values were filed as active, the others as inactive.

How did COc1c(F)cccc1C(=O)N1C[C@H]2OC(=O)N(Cc3ccccn3)[C@H]2C1 do in these assays?
hcGAS lum: -8

What do the screens show for `COc1ccccc1CNC(=O)CN1CCC(O)(c2ccccc2C)C1` (stereo unspecified)?
hcGAS lum: -5

What do the screens show for `O=c1c2c(-c3cccs3)csc2nc(CN2CCCCC2)n1CC1CCCCO1` (stereo unspecified)?
hcGAS lum: -13

What do the screens show for `CCSc1nc(CC(=O)NCc2cc(-c3ccccc3)n[nH]2)cs1`?
hcGAS lum: -7

Results for CN(C)S(=O)(=O)c1ccc2c(c1)CCN2C(=O)CCn1cnc2ccccc2c1=O ?
hcGAS lum: -12

How did CCN1CCN(C(=O)c2cc(COc3ccc(F)cc3F)on2)[C@@H](C)C1=O do in these assays?
hcGAS lum: 5

Results for Cc1cccc(-n2cc(CN3CCCN(C(=O)C4CCC4)CC3)cn2)c1 ?
hcGAS lum: -7

Results for CSCCCN1CC[C@H](O)C[C@@H]1C(=O)O ?
hcGAS lum: 4

Results for Cn1ccc2c(-c3cc(C(N)=O)ccn3)ccnc21 ?
hcGAS lum: -4

How did CC(=O)N1CCn2nc(C(=O)N(Cc3ccccc3C)CC3CCCO3)cc2C1 (stereo unspecified) do in these assays?
hcGAS lum: -5

How did O=C(CCNc1ccc(-c2ccccc2)cc1)N1CC[C@H](O)[C@@H](O)C1 do in these assays?
hcGAS lum: -4

How did Cc1cccn2c(CC(=O)NCc3cn[nH]c3-c3cccs3)cnc12 do in these assays?
hcGAS lum: -2

What do the screens show for `O=C1CCN(C(=O)CC2C(=O)NCCN2Cc2cccc(F)c2F)CCN1` (stereo unspecified)?
hcGAS lum: -3

What do the screens show for `COCCN(CC1CCCO1)C(=O)c1cc2n(n1)CCN(C(C)C)C2` (stereo unspecified)?
hcGAS lum: -3

What do the screens show for `O=C(c1ccccc1CN1C(=O)CNC1=O)N1CCN(CC(F)(F)F)CC1`?
hcGAS lum: -3

Results for CCCN(C(=O)c1cc2c(=O)n3ccccc3nc2s1)c1ccc(C(C)C)cc1 ?
hcGAS lum: -7

Results for CN=c1scc(-c2ccc(OC(F)F)cc2)n1/N=C\c1ccc(C#N)cc1 ?
hcGAS lum: -7

How did C=CCn1c(Cn2cnc3ccccc32)nnc1SCC(=O)c1ccc(Cl)s1 do in these assays?
hcGAS lum: 8

How did Cc1cc(C)c(S(=O)(=O)Nc2cc(Cl)c(O)c(Sc3ncn[nH]3)c2)c(C)c1 do in these assays?
hcGAS lum: -4

What do the screens show for `Cc1cnccc1N1CCCN(c2cc(N3CCOCC3)nc(N)n2)CC1`?
hcGAS lum: -8

How did CC(C)N=c1ccccn1C(=O)CCn1c(=O)oc2ccccc21 do in these assays?
hcGAS lum: 4

How did Cc1[nH]c(=O)[nH]c(=O)c1CN1CCCC(CCc2ccc(F)cc2)C1 (stereo unspecified) do in these assays?
hcGAS lum: -3

How did CSC(C)C(=O)N1CCCCC1C(=O)Nc1ccc2c(c1)CCO2 (stereo unspecified) do in these assays?
hcGAS lum: -10

Results for Cc1ccc(S(=O)(=O)C2(C(=O)Nc3ccccc3I)CC2)cc1 ?
hcGAS lum: -7

Results for CCOC(=O)N1CCN(C(=O)c2cnc(C3CC3)nc2C)CC1 ?
hcGAS lum: -3

What do the screens show for `Cc1ccccc1-n1nnnc1C1(Nc2cccc(F)c2)CCCC1`?
hcGAS lum: 4

How did CNC(=O)CCC(=O)N1CCN2CCN(C)C(=O)C2C1 (stereo unspecified) do in these assays?
hcGAS lum: -6

How did Cc1cc(NC(=O)CCS(=O)(=O)c2nc(-c3ccc4c(c3)OCO4)cc(C(F)(F)F)n2)no1 do in these assays?
hcGAS lum: -4

How did O=C(Nc1ccc2c(c1)CN(Cc1cccn1-c1nccs1)CC2)C1CCCO1 (stereo unspecified) do in these assays?
hcGAS lum: -9

Results for CC(=O)c1cccc(-c2nc3c(C)cccc3cc2CO)c1 ?
hcGAS lum: -3

How did COc1ccc2oc(CNC(=O)C(C)n3ccnc3C(C)C)nc2c1 (stereo unspecified) do in these assays?
hcGAS lum: -3

What do the screens show for `COc1ccc(CC2(CO)CCN(Cc3ccncc3)CC2)cc1`?
hcGAS lum: -1

How did COc1ccccc1/C=C/[C@@H]1C[C@H]2CN(Cc3cccc(Cl)c3)C(=O)[C@]23CCCN13 do in these assays?
hcGAS lum: -3

Results for CN1CCCn2nc(C(=O)NCCSc3nnnn3C)cc2C1 ?
hcGAS lum: -6

Results for CC(C)C1=NOC(C(=O)N2CCC(c3cc(C(C)C)n[nH]3)CC2)C1 (stereo unspecified) ?
hcGAS lum: -4

Results for CC(NS(=O)(=O)CC1CCCCC1)c1ccc(C#N)cc1 (stereo unspecified) ?
hcGAS lum: -4

Random excerpt: 2 records from the list
How did C=CCn1c(Cn2cnc3ccccc32)nnc1SCC(=O)c1ccc(Cl)s1 do in these assays?
hcGAS lum: 8

Results for CN1CCCn2nc(C(=O)NCCSc3nnnn3C)cc2C1 ?
hcGAS lum: -6

(continued)
Results for CCc1nc(C)c(C(=O)N(CC)CCc2nc3ccc(C)cc3[nH]2)o1 ?
hcGAS lum: -7

Results for CC(C)(NC(=O)c1cccs1)C(=O)N1CCCC(OCc2ccccn2)C1 (stereo unspecified) ?
hcGAS lum: 0

Results for CCS(=O)CCC(=O)Nc1ccc(NC(=O)c2ccc(C)o2)cc1 (stereo unspecified) ?
hcGAS lum: -1

How did CN=c1scc(-c2ccc(OC)cc2OC)n1/N=C(\C)c1ccccn1 do in these assays?
hcGAS lum: -13

Results for Cn1c(=O)c2nc(C(=O)O)c(=O)[nH]c2n(C)c1=O ?
hcGAS lum: -1

What do the screens show for `OCC1(CCOc2ccccc2)CCN(Cc2ccc3ccccc3n2)CC1`?
hcGAS lum: 5

How did Cc1ccccc1-c1nnn(CC(=O)N(C)Cc2ccsc2)n1 do in these assays?
hcGAS lum: -3

Results for O=C(Nc1ccccc1Oc1ccccc1)c1cc2c(=O)n3ccccc3nc2s1 ?
hcGAS lum: -3

What do the screens show for `CCC(C)c1ccccc1NC(=O)CN1CCSC1=O` (stereo unspecified)?
hcGAS lum: -7

Results for OCCCCNCc1c(F)cccc1Cl ?
hcGAS lum: -2

Results for CC(Sc1n[nH]c(C2CC2)n1)C(=O)Nc1ccccc1 (stereo unspecified) ?
hcGAS lum: -9

What do the screens show for `CC(C)c1csc(C(=O)N2CCN3C(=O)CNC(=O)C3C2)n1` (stereo unspecified)?
hcGAS lum: -2

How did Fc1ccc(Cn2cnc(-c3ccccc3)c2-c2cnn3cccnc23)cc1 do in these assays?
hcGAS lum: -1

How did Cc1nn(-c2ccccc2)c(NCCNc2c(C#N)c(C)nn2-c2ccccc2)c1C#N do in these assays?
hcGAS lum: -5

What do the screens show for `O=C(c1nc2sccn2c1CNCC1(c2ccccc2)CCOCC1)N1CCCC1`?
hcGAS lum: -3

Results for COC(=O)C1=C(C)NC(=O)NC1c1ccc(N2CCC(c3ccccc3)=N2)cc1 (stereo unspecified) ?
hcGAS lum: -6

Results for O=C(Cn1nc(-c2cccs2)oc1=O)NC1CCCc2ccccc21 (stereo unspecified) ?
hcGAS lum: -7

What do the screens show for `C=CCN1C(=O)NC(c2ccc(F)cc2F)C(C(=O)Nc2ccccc2)=C1C` (stereo unspecified)?
hcGAS lum: 4

How did Clc1cccc2ccc(CN3CCCC(OCc4ccccn4)C3)nc12 (stereo unspecified) do in these assays?
hcGAS lum: -5

How did C#CCCCOc1nc(Cl)c(C)n(Cc2ccccc2)c1=O do in these assays?
hcGAS lum: -3

How did Cc1ccsc1C(=O)N1CCC(CO)(Cc2cccc(C(F)(F)F)c2)CC1 do in these assays?
hcGAS lum: 2

How did Cc1ccc(C(C)NC(=O)CNCCN(C)S(C)(=O)=O)cc1 (stereo unspecified) do in these assays?
hcGAS lum: -2

Results for Cc1nn(C)cc1[C@@H]1C[C@H]2CN(Cc3cccc(Cl)c3)C(=O)[C@]23CCCN13 ?
hcGAS lum: 0

Results for CC(c1ccc(-c2ccc3nc(C4CC4)cc(C(=O)O)c3c2)cc1)N1CCOCC1 (stereo unspecified) ?
hcGAS lum: -1

What do the screens show for `CCC1OC(=O)[C@H](C)C(=O)[C@H](C)[C@@H](OC2O[C@H](C)C[C@H](N(C)C)[C@H]2O)[C@](C)(OC)C[C@@H](C)C(=O)[C@H](C)[C@H]2N(CCCCn3cnc(-c4cccnc4)c3)C(=O)O[C@@]12C` (stereo partly specified)?
hcGAS lum: -3

Results for COc1cccc(-c2cc(CNC(=O)C(C)(C)NC(=O)c3cccs3)on2)c1 ?
hcGAS lum: 2

Results for Cc1nonc1C1CCCN1CCC(=O)Nc1nnc(C2CC2)s1 (stereo unspecified) ?
hcGAS lum: -7

How did COc1ccccc1/C=C/CN1CCNC(=O)C1CC(=O)NCCOc1cccnc1 (stereo unspecified) do in these assays?
hcGAS lum: -7

How did CCc1ncc(C(=O)NC(Cn2cccn2)c2ccccc2)cn1 (stereo unspecified) do in these assays?
hcGAS lum: -4

How did Cn1cc([C@@H]2C[C@H]3CN(Cc4cccc(Cl)c4)C(=O)[C@]34CCCN24)c(-c2ccccc2)n1 do in these assays?
hcGAS lum: -1

How did CC(C)N(C)Cc1nnnn1CC(=O)N1CCN(c2ccccc2F)CC1 do in these assays?
hcGAS lum: 1

How did CS(=O)(=O)N1CCOC(Cn2cnc3sc4c(c3c2=O)CCNC4)C1 (stereo unspecified) do in these assays?
hcGAS lum: -5

How did Cc1cc(C(=O)N/N=C2\CC(=O)c3ccccc32)c(C)o1 do in these assays?
hcGAS lum: -5

Results for CCOC(=O)C1(CCCc2ccccc2)CCN(C(=O)CCn2cnnn2)CC1 ?
hcGAS lum: -5

What do the screens show for `Cc1sc(NC(=O)COc2ccccc2C#N)nc1-c1ccc(F)c(F)c1`?
hcGAS lum: -7

How did COCC1(C(=O)N2CCC2c2ccc(F)cc2)CCC1 (stereo unspecified) do in these assays?
hcGAS lum: 0

Results for Cc1ncc(=C2N=NNN2c2ccccc2)c(=CN(C)C)n1 ?
hcGAS lum: -7

What do the screens show for `COCCN(Cc1sccc1C)C(=O)c1cc(C)[nH]c(=O)c1`?
hcGAS lum: 2

How did Nc1cc(NC(=O)c2cccc(Cl)c2)cc(Oc2cccnc2)c1 do in these assays?
hcGAS lum: -4

What do the screens show for `CCCCn1c(N)c2c(=O)n(CCCC)c3c(c2c(C#N)c1=O)CCC3`?
hcGAS lum: -4

How did CN(Cc1ccccc1)C(=O)NCCc1ccc2c(c1)CCO2 do in these assays?
hcGAS lum: -2

How did O=C(CCN1CCC(N2C(=O)Cc3ccccc32)CC1)Nc1nccs1 do in these assays?
hcGAS lum: -2

What do the screens show for `Cc1ccc(C(=O)Nc2nc3ccc(N)cc3s2)s1`?
hcGAS lum: -10

What do the screens show for `COc1cc(NC2CCCc3sc(C)nc32)ncn1` (stereo unspecified)?
hcGAS lum: -5

How did CCn1c(C2CCCN(C(=O)c3cc(C)n4nc(C)cc4n3)C2)nn(C)c1=O (stereo unspecified) do in these assays?
hcGAS lum: -4

Results for CC1CCC(NC(=O)CC(NC(N)=O)c2ccccc2Cl)CC1 (stereo unspecified) ?
hcGAS lum: -15

How did Cc1cccc(-c2noc(CN(C)C(=O)c3ccc4nc(C)[nH]c4c3)n2)c1 do in these assays?
hcGAS lum: -5

Results for CC(NC(=O)Cn1cnc2sccc2c1=O)c1ccco1 (stereo unspecified) ?
hcGAS lum: -9

How did O=C(NCCc1ccccc1)c1cccc(OC2CCN(Cc3nccs3)CC2)c1 do in these assays?
hcGAS lum: -6

How did CCOC(=O)C1=C(C)NC(=O)NC1c1c(C)nn(-c2ccc(Cl)cc2)c1Cl (stereo unspecified) do in these assays?
hcGAS lum: 8

How did CN1CCN(Cc2ccc(-c3ccnc4c3ccn4C)nc2)CC1 do in these assays?
hcGAS lum: -6

What do the screens show for `O=C(CNC(=O)c1ccc(Cl)cc1)NO`?
hcGAS lum: 0

What do the screens show for `CC(=O)c1cc(CC(=O)NC2CCCc3c2cnn3-c2ccc(F)cc2F)cs1` (stereo unspecified)?
hcGAS lum: -3

What do the screens show for `CCCN(Cc1ccc(OC)cc1)C(=O)Cc1nc(C)sc1C`?
hcGAS lum: -5

What do the screens show for `COc1ccc(CN2CCNC(=O)C2CC(=O)N(C)CCc2cnn(C)c2)c(F)c1` (stereo unspecified)?
hcGAS lum: -6

Results for COCc1nnc(NC(=O)CN2CCCOc3c(cccc3OC)C2)s1 ?
hcGAS lum: -4

What do the screens show for `CC(C)N1CCOC(CC(=O)N(C)Cc2ccsc2)C1` (stereo unspecified)?
hcGAS lum: -5

How did CCCn1c(SCC(=O)N(C)CC(=O)Nc2ccc(C)cc2)n[nH]c1=O do in these assays?
hcGAS lum: -3

Results for O=C(NC1CCCC1c1ccc(F)cc1)N1CCOCC1 (stereo unspecified) ?
hcGAS lum: 2

Part of the list above in order of SMILES length, descending:
How did CCOC(=O)C1=C(C)NC(=O)NC1c1c(C)nn(-c2ccc(Cl)cc2)c1Cl (stereo unspecified) do in these assays?
hcGAS lum: 8

How did CCn1c(C2CCCN(C(=O)c3cc(C)n4nc(C)cc4n3)C2)nn(C)c1=O (stereo unspecified) do in these assays?
hcGAS lum: -4

What do the screens show for `CC(=O)c1cc(CC(=O)NC2CCCc3c2cnn3-c2ccc(F)cc2F)cs1` (stereo unspecified)?
hcGAS lum: -3

How did CCCn1c(SCC(=O)N(C)CC(=O)Nc2ccc(C)cc2)n[nH]c1=O do in these assays?
hcGAS lum: -3

How did O=C(NCCc1ccccc1)c1cccc(OC2CCN(Cc3nccs3)CC2)c1 do in these assays?
hcGAS lum: -6

Results for COCc1nnc(NC(=O)CN2CCCOc3c(cccc3OC)C2)s1 ?
hcGAS lum: -4

Results for CC1CCC(NC(=O)CC(NC(N)=O)c2ccccc2Cl)CC1 (stereo unspecified) ?
hcGAS lum: -15

How did CN1CCN(Cc2ccc(-c3ccnc4c3ccn4C)nc2)CC1 do in these assays?
hcGAS lum: -6

What do the screens show for `CCCN(Cc1ccc(OC)cc1)C(=O)Cc1nc(C)sc1C`?
hcGAS lum: -5

What do the screens show for `CC(C)N1CCOC(CC(=O)N(C)Cc2ccsc2)C1` (stereo unspecified)?
hcGAS lum: -5

Results for O=C(NC1CCCC1c1ccc(F)cc1)N1CCOCC1 (stereo unspecified) ?
hcGAS lum: 2

What do the screens show for `COc1cc(NC2CCCc3sc(C)nc32)ncn1` (stereo unspecified)?
hcGAS lum: -5

What do the screens show for `O=C(CNC(=O)c1ccc(Cl)cc1)NO`?
hcGAS lum: 0

Only part of the results is shown; the hit share may differ from the screen's.
